# Source: PubChem (National Center for Advancing Translational Sciences (NCATS))
# NPSR antag: blocks cAMP signaling of the human neuropeptide S receptor; 220,000 tested, 1% active; CHO-NPSR cells, cAMP TR-FRET, antagonist mode; Potency, µM (titrated, usually from 38.3 µM), without a hit: at the highest dose activity change, negative = inhibition, most hits filed as inhibitors; Q6W5P4; AID 1461; note: potency is the fitted concentration of half-maximal effect; % is set by controls: 0 for no effect and ±100 for the full control effect; nearly all actives have a fitted effect of over 50% in size; many of its hits are not listed in these tables
# CBFb-RUNX1 inh: CBF-beta/RUNX1 interaction disruption; AlphaScreen CBFb-His/RUNX1-biotin binding, biochemical; Potency, µM (highest dose often 59.8 µM), without a hit: top-dose activity, negative = inhibition, most hits filed as inhibitors; 230,000 tested, under 10 active; note: % of control where 0% means no effect
#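 Bead-based AlphaScreen assay; binding partners His-tagged CBF-beta and biotinylated RUNX1 at 30 nM each. Compound exposure 15 min after a 20-min protein preincubation; bead step 90 min; all steps at room temperature.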
# Tau FP inhib: inhibitors of human tau fibril formation | Potency, µM (series often up to 57.7 µM), inactives show at the highest dose activity, negative = inhibition, actives largely listed as inhibitors | AID 1468 | K18 P301L tau heparin fibrillization, Alexa594 FP, 6 h | P10636 | 280,000 tested, 0.39% active; note: potency is the fitted concentration of half-maximal effect; % is set by controls: 0 for no effect and ±100 for the full control effect; nearly all actives have a fitted effect of over 55% in size
# Target sequence (P10636 561-689 P618L limits assumed): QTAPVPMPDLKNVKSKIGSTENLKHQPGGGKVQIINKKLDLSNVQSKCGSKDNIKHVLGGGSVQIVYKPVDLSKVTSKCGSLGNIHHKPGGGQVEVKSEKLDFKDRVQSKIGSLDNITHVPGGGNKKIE
#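 Heparin (20 uM) drove fibril formation of recombinant tau K18 P301L, 15 uM unlabeled with 0.24 uM Alexa 594 label, for 6 hr at 37 C in 100 mM sodium acetate pH 7. Fluorescence polarization (555/632 nm) read 1 hr after 30 uM ThT.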
# Epigenetic reg: epigenetic control regulation, reporter derepression | murine LDR cells, GFP reporter derepression, 30 h | Potency, µM (doses to about 53.9 µM), for the others: at the top dose GFP activation, actives largely listed as activators | 280,000 tested, 0.2% active | AID 1865; note: potency is the fitted concentration of half-maximal effect; % of control where 0% means no effect; nearly all actives have a fitted effect of over 60% in size
#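 Derepression of a silenced CMV-GFP reporter in murine LDR cells is scored by enumerating GFP-positive cells with a laser-scanning microplate cytometer after 30 hours of treatment at 37 C.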
# TexasRed fluor: alters Texas Red total fluorescence, flagging assay interference. TRb/SRC2 Texas Red total fluorescence interference. Potency, µM (series often up to 106 µM), without a hit: at the highest dose fluorescence change, negative = quenching. 280,000 tested, 0.29% active; active = well fitted curve in either direction with a large enough effect; inconclusive = small, poorly fitted or top-dose-only effect; note: potency is the fitted concentration of half-maximal effect; % is set by controls: 0 for no effect and ±100 for the full control effect
#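 Human TRβ ligand-binding domain (0.6 uM) and Texas Red SRC2 peptide (20 nM) in Tris buffer with 1 uM T3 and 5% DMSO were incubated with pinned compound for 5 hr at ambient temperature. Total fluorescence was computed as S + 2P (555/632 nm).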
# GLA spleen mod: inhibits or activates alpha-galactosidase in human spleen homogenate. P06280. human spleen homogenate, 4MU-alpha-Gal fluorescence, 40 min. Potency, µM (top dose mostly 80 µM), for the others: top-dose activity change, negative = inhibition, most hits filed as inhibitors. 240,000 tested, 0.008% active. AID 2107;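 note: potency is the fitted concentration of half-maximal effect; 0% = enzyme with vehicle and -100% = no enzyme basal signal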
# Target sequence (P06280 32-429 limits assumed): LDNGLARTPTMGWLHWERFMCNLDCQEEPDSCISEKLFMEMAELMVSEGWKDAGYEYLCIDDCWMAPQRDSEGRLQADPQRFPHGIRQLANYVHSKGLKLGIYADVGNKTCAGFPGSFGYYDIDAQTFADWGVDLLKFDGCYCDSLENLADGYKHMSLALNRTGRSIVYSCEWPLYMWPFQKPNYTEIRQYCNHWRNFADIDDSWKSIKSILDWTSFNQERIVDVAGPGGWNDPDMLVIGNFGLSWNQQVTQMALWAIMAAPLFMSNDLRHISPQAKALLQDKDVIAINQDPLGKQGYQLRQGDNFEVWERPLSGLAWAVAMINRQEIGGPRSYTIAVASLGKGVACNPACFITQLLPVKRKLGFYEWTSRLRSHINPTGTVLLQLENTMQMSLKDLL
#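 Fluorogenic readout (Ex 365/Em 440 nm) of 4-methylumbelliferone released from 1 mM 4-MU-alpha-galactoside by spleen homogenate, 40 min at 37C, pH 5.0. Data normalized to no-enzyme and enzyme controls; Hill-equation AC50 from compound titrations.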
# Tau fluor cs: counter-screen for tau fibril formation inhibitors; tau K18 P301L (four-repeat tau fragment) Alexa594 fluorescence, heparin fibrillization; 280,000 tested, 0.93% active; AID 1463; Potency, µM (series often up to 57.7 µM), for inactives: at the highest dose activity change, negative = decrease; note: potency is the fitted concentration of half-maximal effect; % is set by controls: 0 for no effect and ±100 for the full control effect; nearly all actives have a fitted effect of over 55% in size
#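 Human K18 P301L tau (15 uM unlabeled plus 0.24 uM Alexa 594-labeled, final) in 100 mM sodium acetate pH 7 was mixed with compound and 20 uM heparin and incubated 6 hr at 37 C.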
# TRb SRC2 PPI: disrupts binding of human TR beta to SRC2; 280,000 tested, 0.065% active; TRbeta-SRC2 peptide binding, fluorescence polarization; receptor liganded with 1 µM T3; P10828; AID 1469; Potency, µM (doses to about 106 µM), inactives show at the top dose activity change, negative = inhibition, most hits filed as inhibitors;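 note: potency is the fitted concentration of half-maximal effect; plate controls were bound peptide for no effect and peptide without receptor for full effect; nearly all actives have a fitted effect of over 50% in size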
# Target sequence (P10828 whole entry, looked up): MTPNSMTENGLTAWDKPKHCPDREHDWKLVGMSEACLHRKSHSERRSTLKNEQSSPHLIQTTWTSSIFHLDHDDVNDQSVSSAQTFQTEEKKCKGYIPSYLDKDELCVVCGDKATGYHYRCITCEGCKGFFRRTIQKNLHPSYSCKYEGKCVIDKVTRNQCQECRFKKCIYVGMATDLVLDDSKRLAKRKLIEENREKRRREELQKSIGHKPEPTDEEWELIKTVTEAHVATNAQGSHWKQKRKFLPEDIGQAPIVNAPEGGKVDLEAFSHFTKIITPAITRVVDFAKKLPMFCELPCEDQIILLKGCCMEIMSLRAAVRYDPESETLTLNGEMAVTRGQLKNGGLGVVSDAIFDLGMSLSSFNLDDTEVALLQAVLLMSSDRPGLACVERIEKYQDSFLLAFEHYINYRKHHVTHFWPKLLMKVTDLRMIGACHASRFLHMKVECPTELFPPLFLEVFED
#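 Quantitative HTS by FP: 0.6 uM TRb LBD, 20 nM labeled SRC2 20-mer, 1 uM T3, 5% DMSO; 5 hr ambient incubation; % activity per concentration and potencies from concentration series.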
# Starred values were filed as active, the others as inactive; ? = inconclusive; · = not tested or not shown; & = joins results of further samples; [ ] = another dose, or the depositor's remark. Unless noted, calls come from the whole dose curve; as a rule, active = well fitted curve in the direction sought with a large enough effect; inconclusive = small, poorly fitted or top-dose-only effect, or another doubt; inactive = no such curve, though single readings can be large; an effect the other way counts as inactive or inconclusive.
SMILES,NPSR antag,CBFb-RUNX1 inh,Tau FP inhib,Epigenetic reg,TexasRed fluor,GLA spleen mod,Tau fluor cs,TRb SRC2 PPI
CCC(C)n1c(O)c(/C=N/NC(=O)c2ccncc2)c(=O)[nH]c1=S (configuration not stated),-2%,?,0%,1.0%,-6%,0%,-17%,5%
Cc1cccc(C2CC(=O)Oc3c2c(=O)oc2ccccc32)c1 (configuration not stated),·,·,?,0.0%,-73%[53 µM],·,-27%,·
CC(NCc1ccc(Cl)cc1)C(O)c1ccccc1 (configuration not stated),-5%[46.1 µM],2%,-1%,0.9%,-1%,6%,1%,-1%
C(=N\NC1=NCCCCC1)/c1c[nH]c2ccccc12,4%,8%,-11%,7.2%,1%,-3%,-5%,5%
NS(=O)(=O)c1cc(C2(O)NC(=O)c3ccccc32)ccc1Cl (configuration not stated),-2%,2%&3%,?,-1.3%&1.1%,-1%&-3%,-4%&9%,0%&-9%,-1%&6%
C=CCc1cc(C=C2C(=O)NC(=O)NC2=O)cc(OC)c1OCc1ccc(C(=O)O)cc1,-24%,8%,?,-0.1%,-3%,5%,-15%,-8%
COc1ccc(CCN(C)Cc2c(F)cccc2F)cc1OC,-4%[46.1 µM],-1%,-3%,-4.5%,0%,2%,-1%,-2%
Cc1ccc(S(=O)(=O)Cc2ccc(C(=O)N3CCC4(CC3)OCCO4)o2)cc1,-13%[46.1 µM],-7%,3%,-11%,2%,6%,6%,-10%
CC(=O)c1c(O)n(C)c(=S)n(-c2ccccc2)c1=O,-17%[46.1 µM],3%,2%,-1.1%,-1%,-5%,-7%,0%
O=C1NC(=O)C2(Cc3ccccc3N3CCCC32)C(=O)N1Cc1ccccc1 (configuration not stated),-6%[46.1 µM],-8%,?,3.2%,-3%,6%,-15%,1%
CCc1c(C)nc(N)nc1N1N=C1SCCOc1ccccc1,4%,-1%,12%,2.8%,-5%,1%,8%,0%
COc1ccc(N=Cc2c(O)n(-c3ccc(C)cc3)c(=O)[nH]c2=O)cc1,11%,6%,-10%,2.7%,0%,0%,-16%,4%

# Ten structures already listed, ordered by length of the SMILES, descending:
SMILES,NPSR antag,CBFb-RUNX1 inh,Tau FP inhib,Epigenetic reg,TexasRed fluor,GLA spleen mod,Tau fluor cs,TRb SRC2 PPI
C=CCc1cc(C=C2C(=O)NC(=O)NC2=O)cc(OC)c1OCc1ccc(C(=O)O)cc1,-24%,8%,?,-0.1%,-3%,5%,-15%,-8%
Cc1ccc(S(=O)(=O)Cc2ccc(C(=O)N3CCC4(CC3)OCCO4)o2)cc1,-13%[46.1 µM],-7%,3%,-11%,2%,6%,6%,-10%
COc1ccc(N=Cc2c(O)n(-c3ccc(C)cc3)c(=O)[nH]c2=O)cc1,11%,6%,-10%,2.7%,0%,0%,-16%,4%
O=C1NC(=O)C2(Cc3ccccc3N3CCCC32)C(=O)N1Cc1ccccc1 (configuration not stated),-6%[46.1 µM],-8%,?,3.2%,-3%,6%,-15%,1%
NS(=O)(=O)c1cc(C2(O)NC(=O)c3ccccc32)ccc1Cl (configuration not stated),-2%,2%&3%,?,-1.3%&1.1%,-1%&-3%,-4%&9%,0%&-9%,-1%&6%
Cc1cccc(C2CC(=O)Oc3c2c(=O)oc2ccccc32)c1 (configuration not stated),·,·,?,0.0%,-73%[53 µM],·,-27%,·
CC(=O)c1c(O)n(C)c(=S)n(-c2ccccc2)c1=O,-17%[46.1 µM],3%,2%,-1.1%,-1%,-5%,-7%,0%
C(=N\NC1=NCCCCC1)/c1c[nH]c2ccccc12,4%,8%,-11%,7.2%,1%,-3%,-5%,5%
COc1ccc(CCN(C)Cc2c(F)cccc2F)cc1OC,-4%[46.1 µM],-1%,-3%,-4.5%,0%,2%,-1%,-2%
CC(NCc1ccc(Cl)cc1)C(O)c1ccccc1 (configuration not stated),-5%[46.1 µM],2%,-1%,0.9%,-1%,6%,1%,-1%

# More results follow.
SMILES,NPSR antag,CBFb-RUNX1 inh,Tau FP inhib,Epigenetic reg,TexasRed fluor,GLA spleen mod,Tau fluor cs,TRb SRC2 PPI
Cc1cc(S(N)(=O)=O)ccc1N=Cc1c(O)n(-c2ccccc2)c(=O)[nH]c1=O,6%,-5%,-9%,-1.4%[10.1 µM],-2%,4%,-2%,-2%
CNS(=O)(=O)c1ccc(N=Cc2c(O)n(-c3cccc(C)c3)c(=O)[nH]c2=O)cc1,10%,4%,10%,-0.6%,-1%,3%,9%,3%
CCOC(=O)C1(c2ccccc2)CCN(Cc2cccc(C(=O)O)c2)CC1,?,1%,3%,6.3%,0%,10%,12%,9%
CCOC(=O)N(CC)c1ccc(C(O)(C(=O)OCC)C(F)(F)F)cc1 (configuration not stated),3%[46.1 µM],8%,-9%,1.4%,0%,2%,-10%,-1%
O=C(Oc1ccc(Cl)c2cccnc12)N1CCCCCC1,-4%[46.1 µM],12%,?,-1.2%,1%,9%,-12%,1%
CN(C)Cc1c[nH]c2ccccc12,·,5%,6%&-7%,1.1%,-2%,-1%,-18%&-15%,0%
Cn1cccc1/C=C1/C(=O)NC(=O)N(C(C)(C)C)C1=O,2%,2%,-1%,2.4%,-4%,2%,0%,11%
CC1(C)OC1COc1c2occc2cc2ccc(=O)oc12 (configuration not stated),8%,-3%,-9%&-2%,-1.1%&2.1%,-1%&0%,6%&0%,-18%&-4%,-6%&2%
O=C(O)CBr,·,12%[21.7 µM],·,·,1%,13%,·,2%
CCOC(=O)C(O)(c1ccc(N=c2ccccn2C)cc1)C(F)(F)F (configuration not stated),5%,5%,-5%,-1.0%,-2%,2%,-5%,-4%
CN(C)c1ccc(/C=C2/C(=O)NC(=O)N(CCc3ccc(F)cc3)C2=O)cc1,-24%,9%,-10%,1.5%,4%,-5%,1%,2%
CCCCn1c(O)c(C(C)=Nc2c(C)n(C)n(-c3ccccc3)c2=O)c(=O)[nH]c1=O,-2%[46.1 µM],-2%,5%,-5.1%,1%,0%,2%,-2%
COc1ccccc1Sc1ccccc1CC(C)N (configuration not stated),21%,-2%,5%,-1.3%,1%[53 µM],-12%,4%,-2%[53 µM]
CCN1C[C@]2(C)CC[C@H](OC)[C@@]34[C@@H]2[C@H](OC(C)=O)[C@]2(OCO[C@@]25C[C@@H](OC)[C@@H]2C[C@@]3(O)[C@H]5[C@@H]2OC)[C@H]14,·,-2%[21.7 µM],·,-0.4%[16.9 µM],2%[53 µM],-9%[29.1 µM],·,-2%[53 µM]
O=C(Nc1ccc2nc(SCC(=O)N3CCOCC3)sc2c1)c1ccc(Cl)cc1,·,·,?,-0.8%,-15%,·,-25%,1%
Cc1cc(C=C2C(=O)N(C)C(=O)N(C)C2=O)c(C)n1-c1ccccc1,11%,1%,?,1.1%,3%,14%,-20%,8%
COCCCN1Cc2ccccc2C1=N,-9%[46.1 µM],1%,-7%,3.8%,1%,0%,0%,4%
COC(=O)c1c(C)n(Cc2ccc3c(c2)OCO3)c2ccc(O)cc12,-24%[46.1 µM],-7%,14%,0.9%,-1%,-9%,?,-1%
O=C(N/N=C1/CN2CCC1CC2)c1cccc(O)c1,-2%[46.1 µM],1%,-1%,4.1%,0%,6%,-3%,1%
Cc1cc(Oc2ccc(C(F)(F)F)cc2[N+](=O)[O-])c2c3c(c(=O)oc2c1)CCC3,12%,2%,11%,0.0%,-3%,3%,11%,0%
CCC(=O)N1CC(=O)Nc2ccc(F)cc2C1c1ccccc1 (configuration not stated),-1%[46.1 µM],4%,8%,1.4%,1%,-4%,1%,-12%
Cc1cc(C=O)c(C)n1CC1CCCO1 (configuration not stated),1%[46.1 µM],-3%,8%,-0.7%,-3%,-2%,2%,-5%
c1ccc2c(CNC3CCCCC3)c[nH]c2c1,-7%[46.1 µM],-2%,6%,0.9%,0%,7%,-14%,-4%
CCCCC/C=C\C/C=C\C/C=C\C/C=C\CCCCCC(=O)NCCO,·,26%&19%&4%&-4%,4%&-1%&7%&-7%,1.1%&-3.1%&-1.1%&-1.1%,-1%&-3%&-2%&-1%,8%&-1%&-22%&0%,-6%&-5%&-15%&-13%,-5%&-1%&-1%&3%
O=C(NCc1c(-n2cccc2)sc2c1CCCC2)Nc1cccc(C(F)(F)F)c1,·,·,?,-3.4%,0%,·,?,-8%
COC(=NC1CCCCC1)C(O)c1c[nH]c2ccccc12 (configuration not stated),-10%[46.1 µM],2%,11%,-3.5%,0%,16%,-12%,-6%
O=C(Nc1cc(C(F)(F)F)cc(C(F)(F)F)c1)c1cc(Cl)ccc1O,·,?,·,·,-1%&2%,29%&20%,·,13%&-7%
Oc1ccc2c3c1O[C@H]1c4oc5ccccc5c4C[C@@]4(O)C(C2)N(CC2CC2)CCC314 (some centres not stated),-17%[46.1 µM],-8%,4%,1.1%,-2%,0%,-7%,4%
CC(=O)OC1CCC23C(=O)OC45CCC(C6=CC(=O)OC6)C4(C)CCC2C5CCC3(O)C1 (configuration not stated),·,15%,-8%,0.8%,1%,7%,-12%,2%
CN1C(=O)C(O)N=C(c2ccccc2)c2cc(Cl)ccc21 (configuration not stated),·,2%,-3%,-2.2%,0%,-4%,-5%,-1%

# A portion of the library. The share of hits here may be higher or lower than overall.
